# GDH-TPI inh: GDH-TPI coupled enzyme inhibition counter-screen. inhibition, % at 4.8 µM. GDH-TPI coupled enzyme counterscreen, NADH absorbance. 360,000 tested, 1.2% active; in the data active = inhibition above about 30%;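 also: 0% = DMSO wells and 100% = wells lacking the enzyme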
# MazF activator: MazEF (E. coli) toxin RNase activation; P0AE70; FAM/BHQ RNA-DNA oligo cleavage fluorescence, 5 h; activation, % at 20 µM; 350,000 tested, 0.32% active; AID 504720; in the data active = activation above about 50%
# VHR inh abs: blocks human VHR1 dual specificity phosphatase; P51452; recombinant VHR phosphatase, pNPP absorbance; inhibition, % at 13.3 µM; 290,000 tested, 0.52% active; AID 1654; in the data active = inhibition above about 50%; also: some compounds called inactive have numbers as strong as hits
# Target sequence (P51452 whole entry, looked up): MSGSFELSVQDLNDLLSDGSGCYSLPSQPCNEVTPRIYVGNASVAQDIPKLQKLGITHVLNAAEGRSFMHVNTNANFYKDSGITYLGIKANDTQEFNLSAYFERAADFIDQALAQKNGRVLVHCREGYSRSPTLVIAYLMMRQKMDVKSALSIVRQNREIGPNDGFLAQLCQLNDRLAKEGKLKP
# BH1578 lux ind: inducers of Vibrio cholerae quorum light production without autoinducers. activation, % at 18.7 µM. V. cholerae BH1578 lux reporter, luminescence, 6 h. 350,000 tested, 0.16% active; in the data active = activation mostly above about 9.7%, no sharp cut-off; also: not every result past the cut was called active; inactives centre near 0; reference of the scale not given here
# SSB-PriA inh: K. pneumoniae PriA-SSBct interaction inhibition | AlphaScreen SSBct-PriA binding, biotinylated peptide | inhibition, % at 33 µM | 430,000 tested, 0.6% active; in the data active = inhibition mostly above about 37%, no sharp cut-off; inactive = mostly below about 20%;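 also: plate controls were negative control peptide for no effect and reference peptide for full effect; strong numbers were not always called active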
# UGM FP inh: Mtb UDP-galactopyranose mutase inhibition; purified UGM, fluorescence polarization probe displacement; inhibition, % at 10 µM; 320,000 tested, 0.06% active; in the data active = inhibition above about 10%, passing the limit was not always enough
# BioA inh: BioA (M. tuberculosis) enzyme inhibition. inhibition, % at 9.99 µM. 360,000 tested, 0.096% active. AID 602481. purified M. tuberculosis BioA enzyme, plate reader; in the data active = inhibition above about 40%
# Rv3671c inh: inhibitors of M. tuberculosis serine protease Rv3671c; P9WHR9; 320,000 tested, 0.048% active; inhibition, % at 5.96 µM; AID 2606; in the data active = inhibition above about 38%;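 also: extracellular domain of Rv3671c used as enzyme; 0% = enzyme with DMSO and 100% = no enzyme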
# Target sequence (P9WHR9 whole entry, looked up, the tested form may be a part): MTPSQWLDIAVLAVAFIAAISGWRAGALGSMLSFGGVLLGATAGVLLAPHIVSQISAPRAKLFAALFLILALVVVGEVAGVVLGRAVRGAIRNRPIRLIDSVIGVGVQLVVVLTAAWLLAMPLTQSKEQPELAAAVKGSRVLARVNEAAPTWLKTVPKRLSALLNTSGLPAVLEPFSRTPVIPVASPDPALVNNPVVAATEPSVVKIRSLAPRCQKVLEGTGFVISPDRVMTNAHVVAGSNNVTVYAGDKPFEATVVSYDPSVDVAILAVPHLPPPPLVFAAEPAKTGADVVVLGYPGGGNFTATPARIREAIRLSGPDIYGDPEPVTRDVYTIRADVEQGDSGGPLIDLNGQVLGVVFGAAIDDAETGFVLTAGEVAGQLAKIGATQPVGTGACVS
# SARS 3CLpro inh: SARS-CoV 3CLpro protease inhibition; P0C6X7; recombinant SARS-CoV 3CLpro, quenched FRET peptide cleavage; inhibition, % at 6 µM; 290,000 tested, 0.14% active; in the data active = inhibition above about 12%
# Mtb FBA inh: Mtb fructose-bisphosphate aldolase inhibition | inhibition, % at 1 µM | AID 588726 | 360,000 tested, 2.3% active | purified M. tuberculosis FBA, fluorescence read-out; in the data active = inhibition above about 27%;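 also: 0% = vehicle and 100% = reference inhibitor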
# Target sequence (P9WQA3 whole entry, looked up): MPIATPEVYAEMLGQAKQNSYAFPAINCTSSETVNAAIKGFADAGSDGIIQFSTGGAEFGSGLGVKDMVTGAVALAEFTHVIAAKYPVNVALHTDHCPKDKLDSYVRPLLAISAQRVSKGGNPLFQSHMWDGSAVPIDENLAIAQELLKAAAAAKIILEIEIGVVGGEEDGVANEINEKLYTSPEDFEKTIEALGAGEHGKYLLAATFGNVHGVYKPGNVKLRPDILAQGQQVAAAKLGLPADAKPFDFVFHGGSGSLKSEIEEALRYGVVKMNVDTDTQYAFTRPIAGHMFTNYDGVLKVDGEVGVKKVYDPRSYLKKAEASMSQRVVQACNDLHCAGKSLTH
# Starred values were filed as active, the others as inactive; i = inactive; . = not tested or not shown; & = joins results of further samples.
SMILES,GDH-TPI inh,MazF activator,VHR inh abs,BH1578 lux ind,SSB-PriA inh,UGM FP inh,BioA inh,Rv3671c inh,SARS 3CLpro inh,Mtb FBA inh
Cc1ccc(OCCN2C(=O)CSC2=O)cc1,0,-3,-18,-0.4,-8,1.0,-2.1,8,-4,1
CSc1ncccc1C(=O)OCC(=O)NCc1ccccc1,3,7,.,-0.7,-7,-1.0,-2.0,-11,.,-1
O=C(c1cc(COc2ccc(F)cc2Cl)on1)N1CC[C@@H]2CCCC[C@H]2C1,-4,-3,4,i,-14,1.6,-0.1,.,4,-1
CCN1C(=O)/C(=C/c2c(C)nn(C)c2C)SC1=S,20,-20,11,-1.0,7,-2.5,-9.3,8,3,2
COc1ccccc1NC(=O)CN1CCN(CC(=O)Nc2ccc(C)c(F)c2)CC1,3,10,21,i,-2,1.8,18,-1,4,3
Cc1ccccc1OCCn1c(=S)[nH]c2c(N)ncnc21,6,2,2,i,2,-0.2,-1.6,-4,-5,5
CCOC(=O)CNC(=O)CSc1nnc(NC(=O)c2ccc(C)cc2)s1,9,-6,28,-0.3,5&2,3.1,.,-7,6,0
CC(=O)c1cn(C)c(=O)[nH]c1=O,5,5,16,i,-8,1.0,-2.0,5,-1,-2
O=C(N/N=C/c1ccccn1)c1ccc2nc[nH]c2c1,4,-2,-18,i,i,-1.3,10,1,-2,-1
CC(C)CCN1CCN(Cc2cnc(N3CCCC3)s2)CC1CCO (configuration not stated),2,-1,5,i,-2,.,1.0,10,2,0
O=C1OCCN1C(=O)[C@H]1[C@H](c2ccccc2)C(c2ccccc2)=NN1c1ccc(Br)cc1,16,-7,.,i,-17,.,0.6,.,.,43*
CCc1nnc(NC(=O)CSc2nc3cc(OC)ccc3cc2C)s1,2,-2,8,-0.7,-19,0.2,.,1,0,-1
COc1cccc(NC(=O)CN(C)C(=O)c2cc(-c3ccccc3)nc3ccccc23)c1,4,2,.,i,-23,0.0,.,-2,.,0
Cc1ccc(NC(=O)COC(=O)CCC2CCCC2)cc1S(=O)(=O)N1CCOCC1,0,5,.,i,-24,4.9,0.6,-8,.,-2
COC(=O)C(NC(=O)c1ccco1)(Nc1cc(C)ccn1)C(F)(F)F (configuration not stated),5,-2,9,-2.2,0,3.5,-2.1,-8,4,-1
Clc1cccc(CN2CCN(c3nc4nonc4nc3NC3CC3)CC2)c1,12,0,-26,i,-3,3.4,.,1,5,0
CC(C)Oc1cccc(C(=O)C2CCCN(C(=O)c3ccc4c(c3)OCO4)C2)c1 (configuration not stated),-6,5,-6,i,0,-1.3,.,7,-1,-1
CCN(CC)S(=O)(=O)c1ccc(C(=O)Nc2nnc(NC(=S)Nc3ccccc3)s2)cc1,41*,0,8,i,1,1.4,.,-66,3,0
c1ccc(-c2cc3ccccc3cn2)cc1,2,6,.,-2.2,0,1.7,-1.8,2,.,3
CC(C)(C)c1cc[n+](-c2[nH]c(=O)sc2/C=N/NC(=O)c2ccccc2[O-])cc1,22,-58,33,i,.,2.4,-3.3,12,3,-3
CCOc1ccc2nc(NS(=O)(=O)c3cccs3)sc2c1,-9,-5,10,0.0,-6,1.1,-1.0,1,3,1
O=c1[nH]cncc1OCc1ccccc1,7,4,.,i,-3,.,.,.,.,-4
Cc1cccc(C(=O)NCC(=O)N2CCCCCCC2)c1,10,2,.,i,-19,0.1,-0.3,5,.,-2
C=CCOc1ccc(C(=O)N(Cc2ccc(N(C)C)cc2)C2CCS(=O)(=O)C2)cc1 (configuration not stated),2,8,3,-1.0,-14,1.7,-2.5,0,-2,-5
O=C(NCc1ccco1)c1ccccc1NS(=O)(=O)c1ccc(Br)s1,-11,2,26,-2.0,-12,0.1,0.1,-8,5,0
Cc1ccc(S(=O)(=O)NC(C)(C)C)cc1C(=O)OC(C)C(=O)NC1CC1 (configuration not stated),-2,0,.,i,-4,-0.1,.,6,.,-2
COc1ccc(CCN2C(=O)NC(NC(=O)C(C)(C)C)(C(F)(F)F)C2=O)cc1OC (configuration not stated),-5,5,-6,3.8,8,-2.3,-1.2,-14,-7,-1
O=c1c2ccccc2ncn1CCCCOc1ccc(Br)cc1,-7,-2,38,-0.1,3,-0.3,.,7,1,2
C=CC1=CCN(S(=O)C(C)(C)C)[C@@H]1CCO (some centres not stated),-1,-14,.,i,3,.,-2.4,.,.,0
Cc1ccc(OCCNC(=O)CCc2ccccc2)cc1C,5,7,.,i,-7,-1.4,-1.9,-6,.,0
Cc1ccc(NS(=O)(=O)c2ccc(NC(=O)CSc3ccc(Cl)cc3)cc2)c(C)c1,0,1,6,-0.7,-18,-0.1,-2.5,-9,3,-1
O=C(O)c1ccccc1CSc1nnc2c(n1)[nH]c1ccccc12,16,3,19,-0.3,4,-0.4,-0.2,-4,4,3
Nc1nc(-c2ccccc2Br)cs1,16,-4,-5,.,0,0.0,-0.8,2,6,-9
CCN1CCN(C(=O)Cn2c(=O)sc3ccccc32)CC1,7,3,13,-0.4,-12,3.7,1.7,-3,.,-2
COc1ccc(N=Nc2c(N)nn(C)c2N)cc1,60*,-9,.,.,-5,.,.,.,.,-5
COc1ccccc1CNC(=O)c1cn(C)c2ccc(S(=O)(=O)N3CCCC3)cc2c1=O,3,0,26,-0.4,2,-4.6,.,-3,4,0
CSc1nccc(NC(=O)c2ccc(C(C)(C)C)cc2)n1,9,0,20,-0.5,1,0.6,.,-10,4,-1
COc1cccc(C(=O)Nc2cccc(-c3ccc(N4CCOCC4)nn3)c2)c1,1,5,.,i,6,-0.1,.,-4,.,1
CCc1nnc(NC(=O)c2ccc(-c3ccc(C(C)=O)cc3)o2)s1,14,3,.,-2.0,1,1.7,0.4,-5,.,15
Cc1cc(OCC(=O)Nc2ncn[nH]2)ccc1Cl,15,5,.,-0.9,-6,-1.6,-1.2,-3,.,5
COc1ccc(Nc2nc(C)nc3sc4c(c23)CCC4)cc1O,4,12,2,i,8,4.1,-2.8,3,1,0
O=S(=O)(N/N=C/c1ccc2c(c1)OCO2)c1ccc(Br)cc1,18,-4,1,-0.8,.,-1.3,0.5,-1,4,3
Cc1[nH]nc2c1C(=O)CCC2,0,8,6,-0.9,-8,0.8,-1.1,-5,3,2
CC(=O)c1cccc(NC(=O)c2ccoc2C)c1,-1,-4,18,-0.3,6,5.0,.,6,-8,4
CC1(C(=O)NCCc2c[nH]c3ccccc23)CCN1Cc1csc2ccccc12 (configuration not stated),-4,.,.,i,.,.,-0.8,.,.,0
C/C(=C\C(=O)C(F)(F)F)Nc1ccc(C)cc1,11,-6,-2,-0.3,.,-0.8,.,12,0,2
COCCNC(=O)c1cccc(OC2CCN(Cc3cccc(SC)c3)CC2)c1,13,2,47,i,15,0.8,-0.2,-9,-5,0
CC(=O)c1cccc(NC(=O)COc2ccc3oc(=O)cc(C)c3c2)c1,17,-7,21,-0.6,-9,0.8,-0.9,3,-3,9
Cc1sc2ncn(CC(=O)NCC(=O)N3CCN(c4ccccc4F)CC3)c(=O)c2c1C,4,0,28,i,-9,-0.1,-1.6,-9,3,-6
CC(C)CN(C(=O)COC(=O)Cc1ccc(Cl)cc1)c1c(N)n(Cc2ccccc2)c(=O)[nH]c1=O,1,-5,.,i,-13,0.1,-0.6,1,.,0
# Additional compounds follow:
SMILES,GDH-TPI inh,MazF activator,VHR inh abs,BH1578 lux ind,SSB-PriA inh,UGM FP inh,BioA inh,Rv3671c inh,SARS 3CLpro inh,Mtb FBA inh
COC(=O)C1=C(C(=O)OC)C2(OC1c1ccccc1C)C(=O)c1ccccc1C2=O (configuration not stated),5,6,9,i,-14,0.9,.,0,2,0
COCCN(C(=S)Nc1cccc(OC)c1)C1CCN(C(C)=O)CC1,6,1,-4,i,-7,1.2,.,-16,2,-1
Cc1ccc(NC(=S)NN(C)c2cc(C)nc(C)n2)cc1,-10,-3,1,-0.3,-10,-0.9,0.6,-3,6,3
COc1ccc(C(=O)NCCc2nnc3ccc(SCC(=O)NCc4ccccc4)nn23)cc1,11,-5,14,-0.8,-3,-3.6,-0.4,0,1,3
COc1ccc(C2C3C(=O)N(N(C)c4ncc(C(F)(F)F)cc4Cl)C(=O)C3ON2C)cc1 (configuration not stated),2,5,-2,-0.4,-19,-0.8,-1.7,3,-1,1
N=c1c2c3c(sc2ncn1Nc1ccccc1)CCC3,2,2,-20,-0.6,0,1.7,0.5,-2,2,-2
CCOC(=O)NC(=O)CSc1nnc(C2CC2)n1Cc1ccco1,-1,-7,3,1.6,-5,-0.4,.,12,1,-1
O=C(CSc1ncccc1-c1nc2ccccc2[nH]1)NC1CC1,-4,-1,13,i,-3,3.5,1.4,-9,2,11
COc1ccc(OCC(=O)Nc2ccc3c(c2)nc(CCN2CCN(c4ccccn4)CC2)n3C)cc1,5,-1,.,0.1,.,.,-1.6,.,.,-2
Cn1cccc1C(=O)NCC1CCCCC1,12,2,19,0.6,1,-1.0,0.4,-4,2,3

# Looked up by structure from above:
SMILES,GDH-TPI inh,MazF activator,VHR inh abs,BH1578 lux ind,SSB-PriA inh,UGM FP inh,BioA inh,Rv3671c inh,SARS 3CLpro inh,Mtb FBA inh
COc1ccc(C(=O)NCCc2nnc3ccc(SCC(=O)NCc4ccccc4)nn23)cc1,11,-5,14,-0.8,-3,-3.6,-0.4,0,1,3
N=c1c2c3c(sc2ncn1Nc1ccccc1)CCC3,2,2,-20,-0.6,0,1.7,0.5,-2,2,-2
COCCN(C(=S)Nc1cccc(OC)c1)C1CCN(C(C)=O)CC1,6,1,-4,i,-7,1.2,.,-16,2,-1
O=C(CSc1ncccc1-c1nc2ccccc2[nH]1)NC1CC1,-4,-1,13,i,-3,3.5,1.4,-9,2,11

# Next records follow.
SMILES,GDH-TPI inh,MazF activator,VHR inh abs,BH1578 lux ind,SSB-PriA inh,UGM FP inh,BioA inh,Rv3671c inh,SARS 3CLpro inh,Mtb FBA inh
Cc1nn(C)c(C)c1NC(=O)COc1ccc(Cl)cc1Br,2,0,.,i,-14,-1.9,0.2,-18,.,0
CC(=O)Oc1cccc(N2C(=O)c3ccccc3C2=O)c1,1,-4,-7,-0.2,-9,-0.2,.,-8,-7,0
CC1CN(C(=S)Nc2ccccc2C(F)(F)F)CC(C)O1 (configuration not stated),9,5,-2,-1.0,-7,-2.7,-0.8,-2,-3,-3
Cc1ccc(C2=[N+]([O-])C3(CCCCC/C3=N\O)N(O)C2(C)C)o1 (configuration not stated),25,-4,-4,-0.3,.,1.9,-1.0,1,3,1
COCCNC(=O)C1(C)CCCN(Cc2cccc(OC(=O)c3ccccc3)c2)C1 (configuration not stated),8,.,.,1.2,.,.,0.0,.,.,0
O=C1CC(c2ccccc2Cl)C2=C(COC2=O)N1 (configuration not stated),-6,-1,3,i,-30,-0.3,3.7,-3,7,-2
COc1cc(C)c(Br)cc1S(=O)(=O)NCCN1CCOCC1,-1,-7,-3,-1.8,-8&-19&-2,-3.2,.,1,1,-3
O=C(NC1CCCC1)C1C2C=CC3(CN(Cc4cccs4)C(=O)C13)O2 (configuration not stated),-13,16,0,-0.2,6,-2.6,-0.9,-2,-2,-3
COc1ccc(NC(=O)CN(C)C(=O)Cc2c[nH]c3ccccc23)cc1,-6,-8,.,i,.,2.7,0.0,2,.,1
COc1cccc(CC2(CO)CCCN(Cc3cn[nH]c3-c3ccccc3)C2)c1 (configuration not stated),-3,5,26,-0.2,-8,2.4,.,4,-1,0
CC(C(=O)NCc1ccccc1)N1C(=O)CN(C)C(=O)c2ccccc21 (configuration not stated),1,-1,4,i,-21,-1.4,-0.1,-1,2,-2
CN(c1nc(-c2ccc(Br)cc2)cs1)C1CCS(=O)(=O)C1 (configuration not stated),0,-14,14,-1.3,-1,0.5,0.4,-11,1,-2

# Only part of the results is shown, so the mix of outcomes need not match the whole.
